MrgX1 allo act: human MrgX1 positive allosteric modulation, primary screen; B-score at 10 µM; 310,000 compounds, 0.63% hits; MrgX1-HEK293, Fluo-4 calcium flux, FDSS; hits give high values; AID 588675; Q96LB2;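 active = plate-corrected calcium response at least 3 library SD above typical, normal starting fluorescence, not activating the receptor alone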;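 also: compound read alongside a low EC10 to EC30 dose of BAM8-22 agonist; peak minus trough fluorescence over baseline measured at the second addition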
TRPC4 agonist: TRPC4 (mouse) channel activation. Q9QUQ5. HEK293 TRPC4beta/mu-opioid, Fluo4 calcium fluorescence; hits give high values. B-score at 10 µM. 310,000 compounds, 0.49% hits. AID 2237;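 active = B-score above 5 SD of library B-scores, and initial fluorescence ratio not above library mean plus 5 SD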;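 also: positive B-score marks a calcium rise read as TRPC4 activation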
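System: HEK293 cells stably co-expressing mouse TRPC4beta and mu-opioid receptor; Schedule: Fluo4 dye loading 45 min at room temperature, 110 s recording; Detection: Fluo4 fluorescence, kinetic; Evaluation: B-scored integrated calcium fluorescence ratio; Controls: buffer (low) and maximal DAMGO (high).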
TMEM16A act: activates or potentiates the mouse TMEM16A chloride channel; AID 623877; 340,000 compounds, 0.3% hits; HEK293 TMEM16A/YFP-H148Q/I152L, iodide quench fluorescence; hits give low values; Q8BHY3; B-score at 10 µM;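 active = fluorescence-ratio B-score plate-corrected deviation score at least 3 library SD below zero, with starting fluorescence score within 5 deviations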;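 also: channel opened by trigger with iodide after compound preincubation; score built on the fluorescence ratio of max minus min over baseline; more negative score means more quench and so TMEM16A activation or potentiation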
TRPC4 potent: allosteric potentiators of mouse TRPC4 channel. B-score at 10 µM. Q9QUQ5. 310,000 compounds, 0.42% hits. HEK293 TRPC4beta/mu-opioid, DAMGO EC20, Fluo-4 Ca2+ flux; hits give high values;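 active = B-score of calcium response area above 5 SD of library B-scores, with initial fluorescence ratio within 5 SD of library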;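 also: B-score of integrated fluorescence ratio over time as area under calcium response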
TRPC6 act: activates the mouse TRPC6 cation channel; 310,000 compounds, 0.13% hits; Q61143; HEK293-TRPC6 membrane potential dye fluorescence; hits give high values; AID 2550; B-score at 10 µM;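 active = B-score of the integrated fluorescence ratio above library mean plus 3 SD, and starting fluorescence ratio within library mean plus 5 SD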;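 also: higher score means more depolarization so channel activation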
Target sequence (Q61143 whole entry, looked up): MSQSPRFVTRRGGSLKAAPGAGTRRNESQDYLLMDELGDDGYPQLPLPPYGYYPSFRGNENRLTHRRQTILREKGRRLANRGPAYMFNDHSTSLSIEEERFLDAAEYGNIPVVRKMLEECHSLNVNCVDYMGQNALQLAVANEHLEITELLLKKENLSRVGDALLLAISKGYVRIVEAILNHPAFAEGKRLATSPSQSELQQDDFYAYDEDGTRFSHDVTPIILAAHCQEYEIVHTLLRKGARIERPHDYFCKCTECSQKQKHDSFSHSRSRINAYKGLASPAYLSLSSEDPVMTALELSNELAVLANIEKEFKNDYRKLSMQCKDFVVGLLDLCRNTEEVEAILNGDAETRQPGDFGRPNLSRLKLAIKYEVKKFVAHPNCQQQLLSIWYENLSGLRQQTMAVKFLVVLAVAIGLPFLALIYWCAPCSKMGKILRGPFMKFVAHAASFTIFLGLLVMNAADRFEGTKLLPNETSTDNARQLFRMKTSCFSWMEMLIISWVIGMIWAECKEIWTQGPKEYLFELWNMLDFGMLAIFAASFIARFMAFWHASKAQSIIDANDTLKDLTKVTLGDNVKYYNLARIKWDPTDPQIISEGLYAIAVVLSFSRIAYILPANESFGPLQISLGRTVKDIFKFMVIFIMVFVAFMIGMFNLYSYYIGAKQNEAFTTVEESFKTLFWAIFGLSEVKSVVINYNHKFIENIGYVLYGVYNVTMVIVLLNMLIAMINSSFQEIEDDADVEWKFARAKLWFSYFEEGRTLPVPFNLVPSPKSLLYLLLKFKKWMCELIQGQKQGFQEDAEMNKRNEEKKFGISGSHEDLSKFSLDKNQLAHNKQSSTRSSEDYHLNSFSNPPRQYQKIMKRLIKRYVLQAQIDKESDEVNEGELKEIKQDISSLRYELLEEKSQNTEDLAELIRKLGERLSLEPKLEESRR
TMEM16A inh: mouse TMEM16A channel inhibition, primary screen; 310,000 compounds, 1.2% hits; AID 588511; HEK293 TMEM16A/YFP iodide influx fluorescence, ionomycin; Q8BHY3; normalized B-score (activity score, 25-100; higher = stronger inhibition) at 10 µM;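 active = ratio plate-corrected score three or more library SD toward inhibition, starting fluorescence score within five deviations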;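 also: score derived from kinetic fluorescence span divided by baseline fluorescence per well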
MrgX1 antagonist: human MrgX1 receptor antagonism, primary screen | B-score at 10 µM | AID 588676 | 310,000 compounds, 1.3% hits | MRGX1-HEK293 calcium flux, Fluo-4, BAM8-22 antagonism; hits give low values;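 active = calcium-response B-score plate-corrected more than 3 library SD below zero, starting fluorescence within 5 deviations, no agonist response on first addition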;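 also: peak minus trough fluorescence over baseline after final BAM8-22 challenge near maximal dose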
RGS4 inh: human RGS4 inhibition | HEK293 M3R/RGS4 inducible, Fluo-4 calcium flux; hits give high values; triggered by carbachol at its EC20 | 310,000 compounds, 0.45% hits | P49798 | B-score at 10 µM;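 active = B-score, a plate-corrected calcium signal, over three deviations above library mean, with baseline fluorescence within five deviations of library mean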;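 also: RGS4 expression induced by doxycycline in cells with stable M3 receptor; B-score is computed from the integrated fluorescence ratio over baseline after carbachol; higher B-score means a larger calcium signal and so more RGS4 inhibition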
Target sequence (P49798 whole entry, looked up): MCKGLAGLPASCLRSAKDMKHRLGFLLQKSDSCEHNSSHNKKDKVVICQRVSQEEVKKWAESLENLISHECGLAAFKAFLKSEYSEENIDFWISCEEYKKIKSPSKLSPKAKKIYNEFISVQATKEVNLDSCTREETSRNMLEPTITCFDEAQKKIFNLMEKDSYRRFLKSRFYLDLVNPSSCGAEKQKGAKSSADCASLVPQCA
TRPC6 inhibitor: blocks the mouse TRPC6 cation channel. B-score at 10 µM. 310,000 compounds, 1.1% hits. Q61143. HEK293-TRPC6, membrane potential dye, ACh-evoked depolarization; hits give low values. AID 2553;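 active = B-score under library mean minus 3 SD, initial fluorescence not abnormally high, positive integrated signal ratio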;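 also: B-score derived from integrated fluorescence ratio over the kinetic read; more negative B-score means stronger inhibition of depolarization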
TRPC4 block: inhibitors of mouse TRPC4 channel; Q9QUQ5; HEK293 TRPC4beta/mu-opioid, DAMGO-evoked Fluo4 calcium flux; hits give low values; B-score at 10 µM; 300,000 compounds, 0.39% hits; AID 2247;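 active = B-score over 3 SD under the library average, no early fluorescence shift, positive overall ratio signal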
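Assay system: Stable TRPC4beta/mu-opioid receptor HEK293 cells | Reagent: DAMGO in two steps, submaximal then maximal | Compound dosing: Single concentration per test compound | Signal: Fluo4 Ca2+ flux fluorescence | Evaluation: Per-well B score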
MrgX1 agonist: activates human MrgX1 receptor signaling; B-score at 10 µM; Q96LB2; 310,000 compounds, 0.44% hits; MrgX1-HEK293 cells, Fluo-4 calcium fluorescence, agonist mode; hits give high values;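 active = calcium response B-score plate-corrected fluorescence ratio at least 3 library SD, with starting fluorescence B-score inside 5 SD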
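Test system: HEK293 cells stably expressing human MrgX1 receptor; Input: fifteen thousand cells per well; Dosing: compound delivered in addition one of three; Schedule: overnight seeding, then 1 h dark dye loading; Technique: Fluo-4 NW calcium fluorescence; Measure: B-scored fluorescence response ratio; Controls: positive and negative controls per plate.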
Numbers without * were called inactive; i = inactive; nt = no result given.

SMILES | MrgX1 allo act | TRPC4 agonist | TMEM16A act | TRPC4 potent | TRPC6 act | TMEM16A inh | MrgX1 antagonist | RGS4 inh | TRPC6 inhibitor | TRPC4 block | MrgX1 agonist
COC(=O)C1=C(C)NC(=O)NC1c1ccccc1Cl (stereo not given) | i | i | i | i | i | i | i | i | i | i | i
CC1(c2ccc3ccccc3c2)NC(=O)N(CC(=O)NCC(C)(C)N2CCOCC2)C1=O (stereo not given) | i | i | i | i | i | i | i | i | i | i | i
O=C(CCCN1C(=O)/C(=C\c2ccco2)SC1=S)Nc1ccc(O)cc1C(=O)O | i | i | i | i | i | i | i | i | i | i | i
CN(NC(=O)c1ccccc1)c1ncc(C(F)(F)F)cc1Cl | i | i | i | i | i | i | i | i | i | i | i
CC(C)Cn1cnc2c1c(=O)n(CC(O)c1ccccc1)c(=O)n2CC(C)C (stereo not given) | i | i | i | i | i | i | i | i | i | i | i
CCOC(=O)c1cccc(N2C(=O)C3C(C2=O)C2C=CC3C23CC3)c1 (stereo not given) | i | i | i | i | i | i | i | i | i | i | i
O=C(O)c1ccccc1N/N=C\c1ccnc2ccccc12 | i | i | i | i | i | i | i | i | i | i | 40.7*
O=C(CNCc1ccco1)Nc1ccccc1-n1cccc1 | i | i | i | i | i | i | i | i | i | i | i
CC(C)C[C@@H](CO)N1CCN(CCCc2ccccc2)CCC1=O | i | i | i | i | i | i | i | i | i | i | i
COc1ccc2c(c1)c1c(n2C(C)=O)C(OC(C)=O)=NCC1 | i | i | i | i | i | i | i | i | i | i | i
Cc1nnsc1C(=O)Nc1ccc(Cl)cc1 | i | i | i | i | i | i | i | i | i | i | i
Cc1[nH]n(-c2ccccc2)c(=O)c1/C=N/NC(=O)C(C)C | i | i | i | i | i | i | i | i | i | i | i
CCOC(=O)C1=C(COC(=O)c2cccc(NC(C)=O)c2)NC(=O)NC1C (stereo not given) | i | i | i | i | i | i | i | i | i | i | i
CCOC(=O)c1sc(NC(=O)CSc2nncn2C)nc1C | i | i | i | i | i | i | i | i | i | i | i
CCN(Cc1ccccc1)S(=O)(=O)c1ccc(S(=O)(=O)N(Cc2cccc(OC)c2)CC2CCCO2)cc1 (stereo not given) | i | i | i | i | i | 25* | i | i | i | i | i
Cc1cc(NC(=O)CCC(=O)N(Cc2cccnc2)C(C(=O)NC(C)(C)C)c2ccccc2Cl)no1 (stereo not given) | i | i | i | i | i | i | i | i | i | i | i
O=C(Nc1sc2c(c1C(=O)NCCCO)CCCC2)c1ccccc1 | i | i | i | i | i | i | i | i | i | i | i
COc1ccc(CCNC(=O)c2ccc(NC3=NC4CS(=O)(=O)CC4S3)cc2)cc1OC (stereo not given) | i | i | i | i | i | i | i | i | i | i | i
O=C(Nc1ccc(Cl)cc1)N1CCC(c2nc(-c3cccs3)no2)CC1 | i | 137* | i | i | i | i | i | i | i | i | i
Cn1ncc2c(Nc3ccc([N+](=O)[O-])cc3)nc(Cl)nc21 | i | i | i | i | i | i | i | i | i | i | i
COc1cc2c(cc1OC)C(C)N(C(=S)Nc1ccccc1)CC2 (stereo not given) | i | i | i | i | i | i | i | i | i | i | i
O=C1c2ccccc2C(=O)N1Cc1nc(-c2ccccn2)no1 | i | i | i | i | i | i | i | i | i | i | i
CCCCN(CC)CCCNC(=O)c1cn(-c2ccc(OC)cc2)c(=O)c2ccccc12 | i | i | i | i | i | i | i | i | i | i | i
CN(C)c1nc(SCCOC(=O)c2ccccc2)nc(N(C)C)n1 | i | i | i | i | i | i | i | i | i | i | i
Cc1ccc(NS(=O)(=O)c2ccc(C(=O)NCCCN3CCCC3=O)cc2)cc1 | i | i | i | i | i | i | i | i | i | i | i
Cc1ccc(N2C(=O)[C@@H]3C(C(=O)CCN4C(=O)c5ccccc5C4=O)=NN[C@@H]3C2=O)cc1 | i | i | i | i | i | i | i | i | i | i | i
Cc1ccc(C(=O)NCCSc2ccccc2)cc1S(=O)(=O)Nc1ccccc1 | i | i | i | i | i | i | i | i | i | i | i
CCOC(=O)/C=C1\SCC(=O)N1CC(=O)Nc1ccc(C(C)C)cc1 | i | i | i | i | i | i | i | i | i | i | i
Cc1ccc(NC(=O)C2(c3ccccc3)CCOCC2)c([N+](=O)[O-])c1 | i | i | i | i | i | i | i | i | i | i | i
O=[N+]([O-])c1ccc(SCCc2ccncc2)cc1 | i | i | i | i | i | i | i | i | i | i | i
COc1ccccc1C(=O)NC(=O)COC(=O)Cc1ccccc1[N+](=O)[O-] | i | i | i | i | i | i | i | i | i | i | i
CCc1ccc2c(c1)C(NC(C)=O)C(=O)N2CC (stereo not given) | i | i | i | i | i | i | i | i | i | i | i
COC(=O)CNC(=O)/C=C/c1cc(Br)ccc1OC | i | i | i | i | i | i | i | i | i | i | i
O=[N+]([O-])c1ccccc1/C=N/n1c(COc2ccccc2)n[nH]c1=S | i | i | i | i | i | i | i | i | i | i | i
COC(=O)NNC1=CC(=O)CC(C)(C)C1 | i | i | i | i | i | i | i | i | i | i | i
Nc1ccc(C(=O)OCc2nc3ccccc3s2)cc1 | i | i | i | i | i | i | i | i | -7.85* | i | i
COc1cc(-c2nc(-c3ccc(NC(=O)c4ccc(Br)o4)cc3)no2)cc(OC)c1OC | i | i | i | i | i | i | i | i | i | i | i
N/C(=N\OC(=O)c1cc(Br)ccc1Cl)c1ccccn1 | i | i | i | i | i | i | i | i | i | i | i
COc1ccc(OC2CCN(S(=O)(=O)c3ccc(C(C)=O)cc3)CC2)cc1 | i | i | i | i | i | i | i | i | i | i | i
Cc1ccc2[nH]cc(CCNC(=O)c3cccs3)c2c1 | i | i | i | i | i | i | i | i | i | i | i
CCN(CC)S(=O)(=O)c1ccc(Cl)c(NC(=O)c2ccccc2C)c1 | i | i | i | i | i | i | i | i | i | i | i
O=C(c1ccc2snnc2c1)N1CCCCC1 | i | i | i | i | i | i | i | i | i | i | i
Cc1coc2c(O)cc3c(c12)OC1(N2CCCCC2)C(=O)NCCCC31 (stereo not given) | i | nt | i | nt | nt | i | i | nt | nt | nt | i
CCOc1cc(C(=O)N(C)c2ccccc2)cc(OCC)c1OCC | i | i | i | i | i | i | i | i | i | i | i
C=CCn1cc([N+](=O)[O-])nc1C | i | i | i | i | i | i | i | i | i | i | i
O=C1CSC(c2ccccc2)N1c1ccccc1F (stereo not given) | i | i | i | i | i | i | i | i | i | i | i
CCn1nnnc1SCC(=O)Nc1ccc(OC)cc1 | i | i | i | i | i | i | i | i | i | i | i
CC(C)(C)NC(=O)C(c1ccc(F)cc1)N(CC1CCCO1)C(=O)c1csnn1 (stereo not given) | i | i | i | i | i | i | i | i | i | i | i
Cc1ccc(/C=N/NC(=O)CSCc2ccc(Cl)cc2)cc1 | i | i | i | i | i | i | i | i | i | i | i
O=C(CCn1cccc1)Nc1ccccc1F | i | i | i | i | i | i | i | i | i | i | i
O=C(c1cc([N+](=O)[O-])cc([N+](=O)[O-])c1)N(c1ccccn1)c1ccccn1 | i | i | i | i | i | i | i | i | i | i | i
Cc1nc2ccccc2c2oc(C(=O)NCCCN3CCCC(C)C3)cc12 (stereo not given) | i | i | i | i | i | i | i | i | i | i | i
Cc1ccc(NC(=O)c2ccc(F)c(S(=O)(=O)N3CCOCC3)c2)cc1F | i | i | i | i | i | i | i | i | i | i | i
COc1ccccc1NC(=O)c1cc2c(=O)n(C)c3ccccc3c2n1C | i | i | i | i | i | i | i | i | i | i | i
Cc1cc(N2C(=O)[C@@H]3[C@H](C2=O)[C@@H]2C[C@H]3C(Br)C2Br)no1 (stereo not given in full) | i | i | i | i | i | i | i | i | i | i | i
Cc1ccccc1-c1nc(CN2CCCC(C(=O)NCc3cccnc3)C2)c(C)o1 (stereo not given) | i | i | i | i | i | i | i | i | i | i | i
CSc1ccccc1C(=O)OCC(=O)NC1CCS(=O)(=O)C1 (stereo not given) | i | i | i | i | i | i | i | i | i | i | i
Cn1nc([N+](=O)[O-])nc1Sc1ccc(C(C)(C)C)cc1 | i | i | i | i | i | i | i | i | i | i | i
O=c1[nH]c2ccc(NC(=S)Nc3ccc(Cl)cc3)cc2[nH]1 | i | i | i | i | i | i | i | i | i | i | i
CCc1nnc(NC(=O)c2cnccn2)s1 | i | i | i | i | i | i | i | i | i | i | i
(listing goes on)
SMILES | MrgX1 allo act | TRPC4 agonist | TMEM16A act | TRPC4 potent | TRPC6 act | TMEM16A inh | MrgX1 antagonist | RGS4 inh | TRPC6 inhibitor | TRPC4 block | MrgX1 agonist
CSc1c(-c2ccccc2)nc2ccccc2c1C(=O)O | i | i | i | i | i | i | i | i | i | i | i
COc1cccc(NC(=O)CSc2nnc(-c3ccoc3C)n2C)c1 | i | i | i | i | i | i | i | i | i | i | i
CC(C(=O)N1CCOCC1)N1C(=O)C2C3CC(C(Br)C3Br)C2C1=O (stereo not given) | i | i | i | i | i | i | i | i | i | i | i
O=C(Nc1cccc(C(=O)N2CCN(c3ccc(F)cc3)CC2)c1)c1ccccc1 | i | i | i | i | i | i | i | i | i | i | i
CCCCN(C(=O)NC(=O)Nc1nc2ccc(OC)cc2s1)S(C)(=O)=O | i | i | i | i | i | i | i | i | i | i | i
O=C(NCC1(c2ccccc2)CCCC1)c1ccco1 | i | i | i | i | i | i | i | i | i | i | i
O=C(c1ccc(COc2ccccc2Cl)o1)N1N=C(C(F)F)CC1(O)C(F)F (stereo not given) | i | i | i | i | i | i | i | i | i | i | i
CC(=O)Nc1ccc(NC(=O)/C=C/c2ccc3c(c2)OCO3)cc1 | i | i | i | i | i | i | i | i | i | i | i
CC(C)CCN1CCN(Cc2ccon2)CC1CCO (stereo not given) | i | i | i | i | i | i | i | i | i | i | i
O=C(Oc1ccccc1C(=O)N1CCOCC1)c1ccccc1 | i | i | i | i | i | i | i | i | i | i | i

Marked active in TRPC4 agonist (from the list above):
| compound | TRPC4 agonist | TMEM16A act | TRPC4 potent | TRPC6 act | MrgX1 antagonist | RGS4 inh | TRPC4 block |
| --- | --- | --- | --- | --- | --- | --- | --- |
| O=C(Nc1ccc(Cl)cc1)N1CCC(c2nc(-c3cccs3)no2)CC1 | 137* | i | i | i | i | i | i |
